SDO1 yeast rescue – growth rescue of sdo1-depleted yeast, primary screen, S. cerevisiae, bone marrow failure model; 140,000 compounds, 0.21% hits; S. cerevisiae sdo1-depleted JHY4D growth rescue, OD600 30 h; hits give high values; pdr5 snq2 efflux-pump mutant strain; AID 817, 2007; z-score at 10 µM;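 active = z-score above 3 at both the 24 hr and the 30 hr optical density reads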;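 note: z-score against mean and SD of all compound wells on the same plate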
INS promoter inh – inhibitors of insulin promoter-driven GFP, primary screen, imaging, TRM-6 cells (human fetal islet line), eGFP reporter, cell count; reporter expression induced with tamoxifen; inhibition, % at 2 µM; 130,000 compounds, 0.9% hits;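 active = inhibition above the mean plus 3 SD, with well images judged a real hit on visual review, cut at about 60% in these data, passing the limit was not always enough; inconclusive = inhibition over the cutoff but images rejected on review; inactive = inhibition not above the cutoff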
SDO1 yeast rescue Rescue 24 h – further read-out of SDO1 yeast rescue, marked with its call; z-score; S. cerevisiae sdo1-depleted JHY4D growth rescue, OD600; measured here: growth rescue at 24 h;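 0 is the plate mean of compound wells and units are plate SD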
An asterisk follows results filed as active; ? = inconclusive; . = no result given.

SMILES | SDO1 yeast rescue | SDO1 yeast rescue Rescue 24 h | INS promoter inh
O=C(Nc1ccc(Br)c(Cl)c1)c1ccco1 | -1.3 | -1 | 31
O=c1c2ccccc2n(Cc2ccc(Cl)cc2)c(=O)n1Cc1ccco1 | 0.18 | 1.2 | -62
O=C(N/N=C/c1cccc([N+](=O)[O-])c1)c1cnccn1 | 1 | -0.24 | 6
O=C(Cn1c2ccccc2c(=O)c2ccccc21)N/N=C/c1cc([N+](=O)[O-])ccc1N1CCCCCC1 | 1.1 | 3.4 | .
Cc1ccc(/C(O)=C2\C(=O)C(=O)N(CCN(C)C)C2c2ccccc2F)cc1 (stereo not drawn) | 1.4 | 0.78 | .
Cc1cc(C)nc(NS(=O)(=O)c2ccc(NC(=S)NC(=O)c3ccco3)cc2)n1 | . | . | -6
O=C(Nc1ccc(N2CCN(C(=O)c3ccco3)CC2)c(Cl)c1)c1cccs1 | -1.9 | -1.5 | -356
CCOc1ccc(C(=O)OCn2nnc3ccccc3c2=O)cc1OC | -0.25 | 0.05 | .
COc1ccc2oc(=N)c(-c3nnc4n3CCCCC4)cc2c1 | 1.6 | 1.1 | -450
CC(C)C(c1nnnn1C1CCCC1)N1CCOCC1 (stereo not drawn) | 0.38 | -0.56 | -469
Cc1nc2c(cc1C(=O)N/N=C/c1ccc([N+](=O)[O-])cc1)c(=O)n(C)c(=O)n2C | 0.85 | 1.6 | -31
Cc1cc(C)n(-c2c(C)[nH]c3ccccc23)n1 | . | . | 15
CC(C)[C@H](NC(=O)c1ccccc1F)C(=O)Nc1nc2c(s1)CCCC2 | -0.62 | -1.5 | 4
Cc1ccc(S(=O)(=O)N2CCOCC2)cc1C(=O)OCC(=O)N1c2ccccc2NC(=O)C1(C)C | -0.05 | -0.23 | 22
N#Cc1c(N)nc2c(c1-c1ccncc1)CCCCCC2 | . | . | -450
CCOc1ccc(NC(=O)C(=O)N/N=C\c2ccc(CNS(=O)(=O)c3ccccc3)o2)cc1 | -1.1 | -0.55 | .
Cc1ccc(-c2nc(N)s[n+]2-c2ccccc2)cc1 | 0.03 | -0.29 | 14
COc1ccc(OC)c(C(=O)c2coc3ccc(OCC(=O)O)cc23)c1 | 1.7 | 1.9 | 10
CC(C)N(Cc1ccccc1)C(=S)NCCN1CCOCC1 | . | . | 6
COc1cc(-c2nnc(SCC(=O)c3ccc(C)cc3)o2)cc(OC)c1OC | -0.14 | 0.02 | -12
COc1cccc(C2CC(c3ccccc3Cl)n3nc(N)nc3N2)c1 (stereo not drawn) | 1.3 | 0.91 | 43
O=C(Nc1c(-c2ccccc2)nc2ccc(Cl)cn12)c1cccs1 | -0.76 | -0.94 | -22
CC1=C(C#N)C(c2cccnc2)C2=C(CC(c3ccc(Cl)cc3)CC2=O)N1 (stereo not drawn) | 0.04 | -0.57 | 43
COc1ccc(OCc2nnc(SCC(N)=O)n2-c2ccccc2OC)cc1 | -0.67 | -1 | -160
CC1CN(Cc2ccccn2)CCC1=O (stereo not drawn) | 1.4 | 0.78 | -30

New compounds follow.
SMILES | SDO1 yeast rescue | SDO1 yeast rescue Rescue 24 h | INS promoter inh
CCCOc1ccc(NC(=O)OC2CCN(C)CC2)cc1 | 0.78 | 1.2 | .
CC(=O)N1C(C)(C)CC(=NOC(=O)c2ccccc2)CC1(C)C | . | . | 8
Clc1ccc(-c2nnc(-c3ccccc3)nc2-c2c[nH]c3ccccc23)cc1 | . | . | 50
CC(=O)c1ccc(OCC(O)CN2CCN(CCO)CC2)cc1 (stereo not drawn) | 0.41 | 0.19 | .
NC(=O)COC(=O)c1ccc(C(=O)C(=O)c2ccccc2)cc1 | . | . | 29
O=C(CCNC(=O)c1ccccc1Cl)Nc1ccc(Cl)c(C(F)(F)F)c1 | -1.3 | -0.83 | -25
CC1(NC(=O)NCc2ccco2)CCS(=O)(=O)C1 (stereo not drawn) | 0.97 | 0.57 | -10
O=[N+]([O-])c1cc(Cl)cc(/C=N\Nc2ccccn2)c1O | -2.4 | -1.8 | -4
C=CCn1c(=NC(=O)C2COc3ccccc3O2)sc2cc(S(N)(=O)=O)ccc21 (stereo not drawn) | -0.36 | -0.53 | -12
Cn1c(=O)oc2cc(S(=O)(=O)NCCC(=O)NC3CCCC3)ccc21 | 2.2 | 1.7 | -48
CCOC(=O)N1CCN(C(=O)c2ccc(NS(C)(=O)=O)cc2)CC1 | 0.81 | 0.54 | -50
Oc1ccc(Nc2nnc(-c3ccc(O)cc3)c3ccccc23)cc1 | . | . | -6
COc1ccc(N2CCN(C(=O)CN(CCc3ccccc3)S(C)(=O)=O)CC2)cc1 | 0.06 | -0.32 | -14
Cc1cc(C)nc(NC(=O)/C=C/c2ccccc2Cl)n1 | -0.05 | 0.76 | 26
CCOC(=O)c1nn(-c2cc(C(=O)OC)cc(C(=O)OC)c2)cc1O | -0.19 | 1.3 | 27
CCOC(=O)Cn1nc(C)cc1NC(=O)c1ccncc1 | . | . | 0
Cc1cc(C)c(S(=O)(=O)Nc2cccc(S(=O)(=O)NC3=NCCC3)c2)c(C)c1 | . | . | -11
Cc1c(C)c2ccc(OCC(=O)N(C)C)c(C)c2oc1=O | 0.32 | -0.19 | 52
CC(=O)CC(c1ccc([N+](=O)[O-])cc1)c1c(O)c2ccccc2oc1=O (stereo not drawn) | 0.79 | 0.81 | 17
COCCCn1c(SCc2ccccc2)nc2cc(OC)c(OC)cc2c1=N | -1.7 | -0.83 | 28
COc1ccc(OCc2nnc3n2N=C(c2ccc(OC)cc2)CS3)cc1 | -1.7 | -1.1 | .
C=CCn1c(-c2cccc(OC)c2OC)n[nH]c1=S | . | . | 16
COc1ccc(NC(=O)c2cc(-c3ccccc3Cl)no2)cc1 | 0.33 | 1.1 | -50
Cc1scc(C(=O)N/N=C/c2ccc(OCC(C)C)cc2)c1C | 0.64 | -0.18 | .
COc1ccc(NC(=O)CC2C(=O)N(c3ccc(Cl)cc3)C(=S)N2CCc2ccccn2)cc1 (stereo not drawn) | 0.47 | 0.72 | -90

Carrying on:
SMILES | SDO1 yeast rescue | SDO1 yeast rescue Rescue 24 h | INS promoter inh
CCOC(=O)c1c(C)n(C)c2ccc(OC)c(NS(=O)(=O)c3ccc(Cl)s3)c12 | -1.4 | -1.1 | -25
S=c1[nH]nc(C2CCCCC2)n1/N=C/C(Cl)=C\c1ccccc1 | -1.5 | -0.97 | 3
Clc1nssc1=Nc1ccc(Br)cc1 | . | . | 21
Cc1nn(-c2ccccc2)c(N)c1C(c1ccc(C(C)C)cc1)c1c(C)nn(-c2ccccc2)c1N | 0.62 | 0.79 | -27
Cn1c2ccccc2c2c(C(=O)O)cn(C3CCCC3)c(=O)c21 | -0.38 | -0.39 | .
CSc1nc(C)cc(Oc2ccc(=O)n(C)n2)n1 | 0.38 | 0.74 | 33
Cc1cc(NC(=NC2CC2)c2ccccc2)n(-c2ccccc2)n1 | . | . | 9
CCOc1ccc(C(=S)N2CCN(C)CC2)cc1 | . | . | 0
CCc1nc(CN2CCCC(C(=O)c3ccc4c5c(cccc35)CC4)C2)c(C)[nH]1 (stereo not drawn) | . | . | -14
CCCCNC(=O)C1COc2ccccc2O1 (stereo not drawn) | 0.83 | 1 | .
CC(c1ccccc1)N1CC(C(=O)NC2CCCC2)CC1=O (stereo not drawn) | 0.92 | 0.35 | .
O=c1c2ccccc2sn1-c1cc(S(=O)(=O)N2CCOCC2)ccc1N1CCOCC1 | 0.76 | 0.91 | 7
CN(C)C(CNC(=O)C1CCCN(C(=O)c2ccc(Cl)cc2)C1)c1ccco1 (stereo not drawn) | 0.17 | 0.43 | .
O=C(Nc1ccc(Br)cc1)c1ccc(F)c(S(=O)(=O)NCc2cccs2)c1 | -0.5 | 0.23 | .
Cc1ccc(/C=c2\sc3nc(-c4ccco4)nn3c2=O)o1 | 0.53 | 0.71 | ?
Cc1ccc(-c2nnc3sc(-c4ccncc4)nn23)cc1 | -0.28 | -0.32 | 71
Cc1cc(C(C)(C)C)oc1C(=O)Nc1ccc(CC(=O)O)cc1 | 0.29 | 0.48 | 25
CCOC(=O)C1=C(c2ccccc2)NC(=O)NC1c1ccc(OC)c(OC)c1 (stereo not drawn) | . | . | -17
O=C(O)C1CCCCC1C(=O)Nc1cc(Cl)ccc1Cl (stereo not drawn) | 0.27 | 0.08 | 46
COc1ccc(N(CC(=O)NCCSCc2c(F)cccc2Cl)S(C)(=O)=O)cc1OC | 0.02 | -0.41 | -7
O=C(Nc1ncc(Cc2cccc(C(F)(F)F)c2)s1)c1ccc(-c2cccc([N+](=O)[O-])c2)o1 | 0.53 | 0.45 | .
COc1cccc(/C=N/NC(=O)CO/N=C(\C)c2cccs2)c1OC | 0.11 | -0.1 | -86
O=C1c2ccccc2-c2c1cccc2C(=O)N1CCCCC1 | 0.18 | 0.32 | -23
CCOC(=O)c1nc2cc3n(c(CC(C)C)c-2c1C)CC(C)=C3C | 0.58 | 0.13 | -131
O=C(Nc1ccc(N2CCCC2)c(Cl)c1)c1cccc(-c2cc3ccccc3oc2=O)c1 | -0.28 | 0.14 | .

(further entries)
SMILES | SDO1 yeast rescue | SDO1 yeast rescue Rescue 24 h | INS promoter inh
O=c1c2ccccc2ncn1Cc1ccc(Cl)cc1 | . | . | ?
COc1cc(S(=O)(=O)n2nnc3ccccc32)c(OC)cc1Cl | -1.6 | -0.17 | 52
O=C(/C=C/Nc1ccccc1)C(F)(F)F | . | . | -73
COc1ccc(N=Cc2cccc(C)c2O)cc1Cl | 1.6 | 1.3 | .
CC(C)=CCCC1=CCC(/C=N/NC(N)=O)C(C)C1 (stereo not drawn) | 0.05 | 0.32 | -3
COc1ccc(OC)c2[nH]c(=O)c(CCNC(=O)c3cccs3)cc12 | . | . | -63
CCN(CC)C(=O)C(C)N(C#N)c1nc(NC(C)C)nc(NC(C)C)n1 (stereo not drawn) | 0.76 | 1.2 | 7
CC(C)CC1=NN2C(=N)/C(=C\c3coc4ccccc4c3=O)C(=O)N=C2S1 | . | . | -8
CC(C)(C)c1[nH]nc2c1C(Cc1ccccc1)C(C#N)=C(N)O2 (stereo not drawn) | 0.65 | 0.55 | 0
COc1ccc(C(=O)NC(NC(=O)c2ccc(OC)cc2)c2ccccc2F)cc1 | . | . | 12
COc1cccc(CN(C(=O)c2ccco2)C(C(=O)NC2CCCC2)c2cccnc2)c1 (stereo not drawn) | -0.53 | -0.08 | .
Cc1ccc(S(=O)(=O)N2CCC(=O)N(CCOCc3cccc(F)c3)CC2)cc1 | -1.8 | -1.6 | -45
C=CCc1cc(C)ccc1OCCCC(C(=O)OCC)C(=O)OCC | -0.63 | -1.3 | 8
Cc1ccc(S(=O)(=O)NC2=NCN(CCN3CCOCC3)CN2)cc1 | 0.49 | 0.2 | 29
O=C(O)CSc1nnc(COc2cccc3cccnc23)n1-c1cccc(C(F)(F)F)c1 | . | . | 19
CCCC1C2CN(C(C)C)CC=C2C(C#N)=C(N)C1(C#N)C#N (stereo not drawn) | 0.82 | 1.4 | .
COC(=O)c1c(NC(=O)COC(=O)CNC(=O)c2ccco2)sc(C)c1C | -0.22 | -0.25 | .
Cc1c(C(=O)O)cccc1-c1ccc(C=O)o1 | 0.35 | -0.66 | .
O=C(CCSCCC(=O)NCc1ccccc1)NCc1ccccc1 | -0.69 | -0.13 | 0
Cc1noc(C)c1S(=O)(=O)N1CCC(C(=O)NCCN2CCC(C)CC2)CC1 | 1.4 | 2.7 | -48
O=C(CN1CCN(c2ccccn2)CC1)Nc1ccccc1 | 1.5 | 0.76 | 11
CSc1ccccc1NC(=O)c1cc(-c2cccs2)on1 | -0.6 | 1.4 | .
O=[N+]([O-])c1cc(/C=N/O)ccc1N1CCCC1 | . | . | 7
CCOC(=O)C1CCN(C(=O)CC(NS(=O)(=O)c2ccc(OC)cc2)C(C)C)CC1 (stereo not drawn) | 0.7 | -0.05 | -23
Cc1ccccc1-c1nc(CS(=O)(=O)CC(=O)NCCN2CCOCC2)c(C)o1 | 0.5 | 0.31 | -60
COCCNCc1ccc(Cl)cc1Cl | . | . | -33
COc1ccccc1NC(=S)c1ccccc1 | 0.94 | 1.1 | .
O=C(CN1CCN(S(=O)(=O)c2ccccc2)CC1)Nc1ccc(N2CCOCC2)cc1 | 1.1 | 0.48 | 3

Part of the list above, reformatted:
structure	SDO1 yeast rescue	SDO1 yeast rescue Rescue 24 h	INS promoter inh
COc1ccc(N=Cc2cccc(C)c2O)cc1Cl	1.6	1.3	.
CC(C)=CCCC1=CCC(/C=N/NC(N)=O)C(C)C1 (stereo not drawn)	0.05	0.32	-3
COc1ccc(OC)c2[nH]c(=O)c(CCNC(=O)c3cccs3)cc12	.	.	-63
CCN(CC)C(=O)C(C)N(C#N)c1nc(NC(C)C)nc(NC(C)C)n1 (stereo not drawn)	0.76	1.2	7
CC(C)CC1=NN2C(=N)/C(=C\c3coc4ccccc4c3=O)C(=O)N=C2S1	.	.	-8
CC(C)(C)c1[nH]nc2c1C(Cc1ccccc1)C(C#N)=C(N)O2 (stereo not drawn)	0.65	0.55	0
COc1ccc(C(=O)NC(NC(=O)c2ccc(OC)cc2)c2ccccc2F)cc1	.	.	12

Looked up by structure from above:
SMILES | SDO1 yeast rescue | SDO1 yeast rescue Rescue 24 h | INS promoter inh
CC(C)(C)c1[nH]nc2c1C(Cc1ccccc1)C(C#N)=C(N)O2 (stereo not drawn) | 0.65 | 0.55 | 0
COc1cccc(CN(C(=O)c2ccco2)C(C(=O)NC2CCCC2)c2cccnc2)c1 (stereo not drawn) | -0.53 | -0.08 | .
CC(C)CC1=NN2C(=N)/C(=C\c3coc4ccccc4c3=O)C(=O)N=C2S1 | . | . | -8
COc1ccc(C(=O)NC(NC(=O)c2ccc(OC)cc2)c2ccccc2F)cc1 | . | . | 12

Screening results from PubChem BioAssay.
